Bioassay records: PubChem, National Center for Advancing Translational Sciences (NCATS)
KB-V1 MDR tox: qHTS assay for MDR1-selective chemotherapeutics: Primary screen using the drug-selected MDR subline cells KB-V1; KB-V1 MDR cells viability, CellTiter-Glo, 72 h; Potency, µM (doses to about 46.1 µM), inactives show top-dose activity change, negative = cytotoxicity, usual class: cytotoxic; 400,000 tested, 3.4% active; AID 1347076, 2019; further: potency means the concentration at half of the fitted maximal effect; on the % scale 0 is the no-effect control and ±100 the full control effect; nearly all actives have a fitted effect of over 60% in size
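KB-V1, DMEM (no phenol red) + 10% FBS; cpd pin-transferred, titration series; 72 h, 37 degrees C; CellTiter-Glo, luminescence. Data normalized, curve-fit.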
GLP1R cytotox: qHTS of GLP-1 Receptor Inverse Agonists: Cytotox Screen; HEK293 cAMP-luciferase reporter cells, luminescence, 24 h; Potency, µM (highest dose often 38.3 µM), for inactives: top-dose activity change, negative = inhibition, hits mostly inhibitors; 410,000 tested, 0.13% active;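 further: loss of luciferase light is scored as toxicity; potency means the concentration at half of the fitted maximal effect; on the % scale 0 is the no-effect control and ±100 the full control effect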
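Seeding density was 200 cells/uL; after overnight-length (12 h) culture, 23 nL compounds went on for 24 h at 37 °C. Readout used a luciferase detection reagent, luminescence taken after 12 min at room temperature.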
SW480 rereplic: A quantitative high throughput screen for small molecules that induce DNA re-replication in SW480 colon adenocarcinoma cells; SW480 DNA re-replication, Hoechst DNA content imaging, 48 h; 340,000 tested, 1.8% active; Potency, µM (doses to about 46.1 µM), for the others: top-dose re-replication activation, actives largely listed as activators; further: potency means the concentration at half of the fitted maximal effect; % of control where 0% means no effect; nearly all actives have a fitted effect of over 55% in size
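Readout is total intensity of Hoechst-stained nuclei, excited at 405 nm and collected at 500-530 nm. Compound treatment lasted 48 hr at 37 C in 5% CO2 before staining.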
HT1080 IDH1KD tx: qHTS for induction of synthetic lethality in tumor cells producing 2HG: qHTS for the HT-1080-IDH1KD cell line; Potency, µM (titrated, usually from 46.1 µM), inactives show at the highest dose activity, negative = toxicity, usual class: cytotoxic; HT-1080 IDH1 knockdown viability, ATP luminescence, 48 h; 360,000 tested, 2% active;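 further: potency means the concentration at half of the fitted maximal effect; 0% = DMSO wells and -100% = cell-free medium wells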
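Luminescent ATP read-out (CellTiter-Glo, 10 min at room temperature) after 48 h compound exposure at 37 °C gave viability of IDH1-knockdown HT-1080 cells. Activity was normalised to DMSO and cell-free wells, then fitted as concentration-response curves.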
KB-3-1 cytotox: qHTS assay for MDR1-selective chemotherapeutics: Primary screen using the parental adenocarcinoma cell KB-3-1; KB-3-1 viability, CellTiter-Glo ATP luminescence, 72 h; Potency, µM (top dose mostly 46.1 µM), inactives show at the top dose activity change, negative = cytotoxic, most hits filed as cytotoxic; 400,000 tested, 1.4% active; further: potency means the concentration at half of the fitted maximal effect; on the % scale 0 is the no-effect control and ±100 the full control effect; nearly all actives have a fitted effect of over 60% in size
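KB-3-1 cells, DMEM (no phenol red) + 10% FBS; compound by pin transfer, 72 h, 37 °C. Readout: CellTiter-Glo luminescence after 10 min. Data normalized, curve-fitted.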
MCF10A rerep: A quantitative high throughput screen for small molecules that induce DNA re-replication in MCF 10a normal breast cells. MCF 10A DNA re-replication, Hoechst nuclear intensity, 48 h. AID 624296, 2012. 350,000 tested, 2.9% active. Potency, µM (series often up to 46.1 µM), without a hit: top-dose activity, positive = re-replication, actives largely listed as activators; further: potency means the concentration at half of the fitted maximal effect; % of control where 0% means no effect; nearly all actives have a fitted effect of over 50% in size
HT1080-NT tox: qHTS for induction of synthetic lethality in tumor cells producing 2HG: qHTS for the HT-1080-NT fibrosarcoma cell line; HT-1080-NT fibrosarcoma viability, CellTiter-Glo ATP luminescence, 48 h; Potency, µM (doses to about 46.1 µM), for inactives: top-dose activity, negative = less viability, actives largely listed as cytotoxic; 360,000 tested, 1.6% active; AID 686970, 2013;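 further: NT is the 2HG producing partner of a matched IDH1 knockdown line; potency means the concentration at half of the fitted maximal effect; 0% = DMSO-treated cells and -100% = media-only wells without cells; nearly all actives have a fitted effect of over 55% in size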
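HT-1080-NT fibrosarcoma cells (2HG-overproducing), 750 cells/well in RPMI with 5% FBS, dosed after 2 h and incubated 48 h at 37C. CellTiter-Glo luminescence normalized to DMSO and no-cell wells; concentration-response curves fitted and classed.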
DRD3 agonist: qHTS of D3 Dopamine Receptor Agonist: qHTS; D(3) dopamine receptor (Homo sapiens), P35462; D3R DiscoveRx beta-arrestin cells, luminescence, 90 min; max activation, %; 410,000 tested, 0.58% active; in the data active means max activation above about 30%; further: 0% is about no effect; mostly tested at two doses, the higher about 12 µM
Target sequence (P35462 whole entry, looked up): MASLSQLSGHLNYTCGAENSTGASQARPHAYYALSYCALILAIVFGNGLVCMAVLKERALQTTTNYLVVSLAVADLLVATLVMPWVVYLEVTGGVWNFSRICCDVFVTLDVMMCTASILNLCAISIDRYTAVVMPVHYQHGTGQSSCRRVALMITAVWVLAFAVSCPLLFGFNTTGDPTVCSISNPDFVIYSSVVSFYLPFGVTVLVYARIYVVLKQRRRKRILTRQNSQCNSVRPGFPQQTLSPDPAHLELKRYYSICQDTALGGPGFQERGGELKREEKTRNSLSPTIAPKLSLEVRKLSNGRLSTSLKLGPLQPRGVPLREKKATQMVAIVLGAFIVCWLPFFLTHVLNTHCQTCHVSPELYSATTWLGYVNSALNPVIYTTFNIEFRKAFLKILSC
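Agonist mode: compounds and dopamine controls were applied to plated cells for 90 min at 37 degrees C after an overnight attachment at 1500 cells/well. Luminescent read-out followed 30 - 60 minutes at room temperature with DiscoveRx detection reagent.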
IL1B secr inh: qHTS for Inhibitors of Inflammasome Signaling: IL-1-beta AlphaLISA Primary Screen; THP-1 LPS/ATP IL-1B secretion, AlphaLISA, 16 h; active compounds read low; AID 743279, 2014; activity change, % at 57.5 µM; 360,000 tested, 4.7% active; in the data active means activity change below about -50%; inconclusive means mostly about -30% to -49%; further: on the % scale 0 is the no-effect control and ±100 the full control effect
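THP-1 cells pretreated 1 hr with compounds (up to 57.5 uM final), then stimulated with LPS (250 ng/mL final) plus ATP (1.25 mM final); secreted IL-1B measured by AlphaLISA after 16 hr, decreased signal indicating inhibition.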
* = called active by the depositor; ? = inconclusive; / = not tested or not shown; & = joins results of further samples; [ ] = another dose, or the depositor's remark. Unless noted, the call rests on the fitted dose curve; in most records, active means well fitted curve in the direction sought with a large enough effect; inconclusive means small, poorly fitted or top-dose-only effect, or another doubt; inactive means no such curve, though single readings can be large; an effect the other way counts as inactive or inconclusive.

Molecule	HT1080 IDH1KD tx	MCF10A rerep	IL1B secr inh	KB-3-1 cytotox	GLP1R cytotox	HT1080-NT tox	KB-V1 MDR tox	SW480 rereplic	DRD3 agonist
COc1ccc(OCCSc2nnc3sc4ccccc4n23)cc1	-5.5%	6.51µM*	-79.2*	-2.3%	-9.1%	0.0%	?	?	-7.5
O=C(O)CCCN1C(=O)c2ccc(Oc3cccc([N+](=O)[O-])c3)cc2C1=O	-10.1%	-0.4%	-2.7	13.5%	-2.0%	0.2%	18.6%	1.9%	0.8
COc1ccc(C)cc1NC(=O)c1ccc([N+](=O)[O-])cc1[N+](=O)[O-]	-4.5%	-10.8%[9.22 µM]	41.8	1.3%	-3.6%	-4.9%	20.6%	-7.4%	7.0
O=C(c1ccc(Cn2c(=O)[nH]c3ccccc3c2=O)cc1)N1CCN(c2ccccc2)CC1	1.2%	-2.8%	-9.9	?	66.0%[activator]	-0.7%	20.6µM*	3.5%	0.8
COc1cc(NC(=O)COC(=O)CCc2cc(OC)c(OC)c(OC)c2)cc(OC)c1	-2.2%	0.4%	10.8	-2.3%	-0.5%[7.66 µM]	0.0%	4.3%	-1.7%	1.4
CCCCc1nc(NCC2CCCO2)c(C#N)c2c1COC(C)(C)C2 (stereo not drawn)	16.6%	?	14.9	?	-2.4%	14.5%	?	1.2%	7.2
Cc1ccc(C2C3=C(CCCC3=O)N=C3c4ccccc4C(=O)C32)cc1 (stereo not drawn)	?	-3.6%	-67.6*	2.4%	-31.1%	-28.1%	9.1%	-8.2%	-2.7
CCN1CCN(C(=O)CN(c2ccc(F)cc2)S(=O)(=O)c2ccc(OC)c(OC)c2)CC1	-6.6%	2.3%	3.1	11.6%	5.8%	10.0%	?	1.2%	-0.1
CSc1ccc(Cn2c(C)c(C(=O)NCc3ccc(Cl)c(Cl)c3)sc2=O)cc1	-14.1%	/	-58.2*	14.6µM*	-3.4%	-24.7%	16.4µM*	/	0.2
CC(Cc1ccsc1)NC(=O)CCc1nnc(COc2ccccc2)o1 (stereo not drawn)	8.8%	-0.6%	13.9	-1.0%	-5.7%	8.5%	10.6%	-5.2%	21.1
CCN1C(=O)CCCc2ccccc21	8.2%	-4.9%	22.4	-1.2%	2.1%	-1.7%	2.4%	-2.3%	-5.2
O=C(CSc1ccc2nnc(-c3ccccc3)n2n1)NCc1ccc2c(c1)OCO2	-2.4%	-2.5%	-7.3	5.1%	0.4%	-0.7%	4.7%	-8.3%	-0.8

Reprinted at random: two entries already listed, in no set order.
Molecule	HT1080 IDH1KD tx	MCF10A rerep	IL1B secr inh	KB-3-1 cytotox	GLP1R cytotox	HT1080-NT tox	KB-V1 MDR tox	SW480 rereplic	DRD3 agonist
CSc1ccc(Cn2c(C)c(C(=O)NCc3ccc(Cl)c(Cl)c3)sc2=O)cc1	-14.1%	/	-58.2*	14.6µM*	-3.4%	-24.7%	16.4µM*	/	0.2
CC(Cc1ccsc1)NC(=O)CCc1nnc(COc2ccccc2)o1 (stereo not drawn)	8.8%	-0.6%	13.9	-1.0%	-5.7%	8.5%	10.6%	-5.2%	21.1

Following part:
Molecule	HT1080 IDH1KD tx	MCF10A rerep	IL1B secr inh	KB-3-1 cytotox	GLP1R cytotox	HT1080-NT tox	KB-V1 MDR tox	SW480 rereplic	DRD3 agonist
COc1ccc(NC(=O)c2cccc(N3CCCS3(=O)=O)c2)cc1	/	/	/	4.4%	-9.8%	/	10.9%	/	1.8
Cc1c(NC(=O)c2cc3nc(-c4ccc(Br)cc4)cc(C(F)(F)F)n3n2)c(=O)n(-c2ccccc2)n1C	14.2%	?	-24.8	?	-2.0%	16.0%	?	?	0.8
CC1(C)C(=O)Nc2ccccc2N1C(=O)COC(=O)Cc1ccc(Cl)c(Cl)c1	0.0%	-8.5%	-5.7	2.2%	2.5%	12.9%	9.4%	0.7%	-3.7
Cc1ccc(C)c(OCc2ccc(C(=O)Nc3ccc([N+](=O)[O-])cn3)o2)c1	-28.2%	4.6%	8.8	?	1.8%	-12.4%	?	-5.7%	2.9
CC(=O)Nc1cc2c(c([N+](=O)[O-])c1C)C(C)(C)CC2(C)C	-2.6%	11.7%	-27.8	-13.2%	4.5%	-4.6%	-3.7%	-0.9%	-9.5
CCN(Cc1ccncc1)C(=S)Nc1ccccc1C	13.6%	/	9.3	3.9%	-1.8%	13.2%	12.6%	/	3.3
O=C(O)C1C2C=CC(C2)C1C(=O)N1CCN(C/C=C/c2ccccc2)CC1 (stereo not drawn)	8.7%	5.4%	-8.1	-4.4%	-12.1%	8.1%	17.0%	-3.8%	1.5
CCN1CN=C(NS(=O)(=O)c2ccc(C)cc2)NC1	?	1.2%	4.7	4.8%	-5.3%	3.2%	21.8%	-15.4%	-4.7
CC(C)c1cccc(-c2ccc3c(c2)S(=O)(=O)c2cccc(C(=O)NC4CCCC4)c2C3=O)c1	9.4%	?	14.0	12.1%	-42.7%	16.6%	0.0%	-7.5%	-8.0
O=C(OCCN1CCN(c2ncc(C(F)(F)F)cc2Cl)CC1)c1ccc(Cl)cc1	1.9%	2.4%	-2.2	-2.7%	-11.5%	12.8%	7.6%	-3.7%	-11.5
Cc1cc(C(=O)NCCCn2ccnc2)sc1-c1ccccc1	-17.2%	23.7%	-19.0	-17.3%	3.2%	-15.5%	0.0%	8.7%	-57.6
C[C@H](CO)N1C[C@H](C)[C@@H](CN(C)S(=O)(=O)c2cccs2)Oc2ccc(NC(=O)Cc3ccccc3)cc2C1=O	7.3%	17.2%	-18.0	-10.6%	3.0%	-0.6%	11.8%	-9.0%	8.4
COc1ccc(C(=O)NCC(=O)N2CCC3(CC2)NCCc2[nH]cnc23)cc1	-2.4%	3.8%	26.5	1.0%	7.7%	2.7%	-11.4%	26.0%	4.4
COc1ccc(OC)c(NC(=O)C(=O)NNC(=O)C23CC4CC(CC(C4)C2)C3)c1	?	0.9%	/	8.2%	-3.6%	-27.8%	?	-3.6%	3.7
c1ccc(CCNCc2cccs2)nc1	1.7%	-1.1%	4.6	-11.1%	10.6%	-0.2%	3.0%	14.0%	-16.8
CSc1nc(Cc2ccccc2)nc2ccccc12	-2.8%	-3.4%	-7.4	-6.3%	7.9%	-2.3%	-4.0%	5.3%	1.2
O=C(O)C1CCCN(S(=O)(=O)c2ccccc2)C1 (stereo not drawn)	-1.0%	-7.0%	0.0	-8.2%	7.8%	-0.2%	4.6%	-6.5%	-8.5
CC1CCCC(NC(=O)NC(=O)COC(=O)c2ccc(O)cc2O)C1C (stereo not drawn)	-0.7%	15.0%	-12.0	-0.2%	-0.1%	-13.4%	-1.2%	0.7%	1.6
COC(=O)c1c(NC(=O)COC(=O)C2CCC2)sc(C)c1C	4.8%	-14.3%	35.4	9.0%	0.9%	13.2%	9.5%	-52.5%[inhibitor]	9.9
N#Cc1ccc(Cn2c(=O)c(C#N)c3n(c2=O)CCC3)cc1	12.9%	-0.7%	2.3	10.2%	-7.5%	13.7%	15.1%	-8.3%	-2.0
NC(=O)NCC(=O)N1CCN(S(=O)(=O)c2ccc(Cl)s2)CC1	-1.8%	-4.4%	5.8	0.5%	-8.6%	7.0%[9.24 µM]	?	-2.1%	5.8
CCn1c(=O)c2ccccc2n2c(SCC(=O)NCc3cccs3)nnc12	-0.8%	0.4%	0.0	5.8%	0.3%	6.5%	-20.4%	-14.4%	24.0
OCCC1CN(C2CCN(c3ccccc3)CC2)CCN1Cc1ccc(F)c(F)c1 (stereo not drawn)	4.5%	2.3%	-8.0	9.6%	?	10.6%	0.0%	-0.4%	-11.6
C=CCN1[C@@H](Cc2ccccc2)COCCS1(=O)=O	2.2%	?	-0.7	-13.8%&0.7%	7.2%	3.9%	-4.7%&-14.4%	1.2%	-25.4
Cc1ccccc1CN1C(=O)C(O)(c2c[nH]c3ccccc23)c2cc(Cl)ccc21 (stereo not drawn)	/	/	/	-20.1%	-20.6%	/	0.0%	/	-7.9
COc1ccc(C(C(=O)NCC2CCCO2)N(C(=O)c2snc(C(N)=O)c2N)c2ccccc2)cc1OC (stereo not drawn)	3.2%	-3.9%	2.7	7.3%	-2.7%	0.1%	-3.0%	-4.2%	-22.0
Cc1ccc(/C(N)=N/OC(=O)CCC2CCCC2)cc1	11.7%	28.8%	6.7	9.9%	15.4%[7.66 µM]	23.3%	?	-0.2%	-2.7
Cc1ccc(S(=O)(=O)N(C)c2ccc(OCC(=O)Nc3nc(-c4ccccc4)cs3)cc2)cc1	2.0%	?	32.6	-20.4%	21.1%	6.6%	-14.4%	-3.5%	1.1
Cc1cc(C)c(-c2noc(C(=O)OC(C)(C)C)c2C(=O)OC(C)(C)C)c(C)c1	10.2%	6.2%	32.4	?	15.2%	13.3%	-1.7%	-0.6%	6.1
COc1cc(/C=C/C(=O)OCC(=O)N(CC(C)C)c2c(N)n(Cc3ccccc3)c(=O)[nH]c2=O)ccc1O	?	-5.5%	49.9	23.4%	-17.4%	-6.4%	0.6%	-10.2%	4.1
Cc1ccc(S(=O)(=O)Nc2ccc3nc(C)oc3c2)cc1	-20.6%	9.9%	12.6	?	11.7%	0.3%	2.91µM*	0.4%	-6.2
CC(C)C(C)N(Cc1ccc(C(=O)O)cc1)C(=O)c1ccc2ccccc2n1 (stereo not drawn)	-0.3%	-3.1%	8.8	14.7%	7.7%	2.5%	?	2.1%	2.9
O=C(Nc1ccccc1)c1ccc(S(=O)(=O)NCc2cccnc2)cc1	-16.0%	3.4%	9.2	?	-3.8%	-25.5%	20.6µM*	-13.3%	-6.3
